# Compound activity (PubChem)
# NS5 inhibitors – Dengue-2 NS5 methyltransferase inhibitors, primary screen, biochemical, confirmation dose response (AID 588689). Dengue-2 NS5 methyltransferase capping enzyme assay, biochemical; higher % means a stronger effect. inhibition, % at 25 µM, or IC50 in µM where a hit was titrated. 0.3% of 340,000 active; in the data active = a potency from the dose series
# MgcRacGAP inhibition – MgcRacGAP GTPase-activating activity inhibitors, confirmation, biochemical, ADP Hunter fluorescence | MgcRacGAP-stimulated Rac1 GTP hydrolysis, ADP Hunter fluorescence; higher % means a stronger effect; GST-tagged Rac1 F28L mutant substrate | inhibition, % at 30 µM, or IC50 in µM where a hit was titrated | Rac GTPase-activating protein 1 (Homo sapiens) | AID 624330, 2012 | 0.6% of 340,000 active;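 active = first-screen hits whose inhibition reached a set limit at any dose in the follow-up dose series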;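 note: fluorescence reports GDP produced by GAP-driven GTP hydrolysis; strong numbers were not always called active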
# NS5 inhibitors pilot replicate – recorded beside NS5 inhibitors, whose call it bears; inhibition, %; measured here: pilot screen replicate inhibition
# * marks the source's active call; other numbers are inactive results. These rows are one share of the data. The share of hits here may be higher or lower than overall.
SMILES,NS5 inhibitors,MgcRacGAP inhibition,others
CCC(=O)N1N=C(c2ccc(NS(=O)(=O)c3ccc(C)cc3)cc2)CC1c1ccco1 (stereo not given),0.0%,4.6%,
COc1cc2c(c(OC)c1OC)C(c1ccccc1C)CC(=O)O2 (stereo not given),-1.6%,6.0%,NS5 inhibitors pilot replicate=2.7
Cn1c(SCC(=O)Nc2cccnc2Cl)nnc1-c1ccco1,-6.4%,3.1%,
CC(=O)OCC(=O)C1(O)CCC2C3CC(F)C4=CC(=O)CCC4(C)C3C(O)CC21C (stereo not given),-7.0%,-0.8%,
O=C(CSc1nnc(-c2ccccc2F)n1C1CCCCC1)Nc1cc(C(=O)O)ccc1Cl,-2.2%,2.9%,
O=C(O)c1cccc(Br)c1,-1.4%,2.5%,
O=C(Cc1ccccc1)Nc1ncnc2c1C(c1ccccc1)c1c(ccc3ccccc13)O2 (stereo not given),3.1%,7.8%,
O=C(Cc1ccc2c(c1)OCO2)NN=Cc1ccc([N+](=O)[O-])o1,10.5%,2.5%,
CCCc1c(C(=O)N/N=C(\C)c2ccc3c(c2)OCO3)nnn1-c1nonc1N,-1.7%,10.2%,
Cn1c(=O)c2c(ncn2CC(=O)OCC(=O)Nc2ccc(F)cc2Cl)n(C)c1=O,6.5%,-3.3%,
O=C(c1cc(=O)[nH]c2ccccc12)N1CCN(Cc2ccc3c(c2)OCO3)CC1,-2.2%,-2.2%,
O=C(COC(=O)CCc1nc2ccccc2c(=O)[nH]1)Nc1ccccc1,3.2%,10.6%,
COC(=O)C1=C(C)N(Cc2ccccc2)C(=NCc2cccc(Cl)c2)N[C@H]1c1cccc(F)c1,-11.4%,9.4%,
Cc1ccc(S(=O)(=O)Nc2cccc3c2O[C@H](CN(C)Cc2ccccc2)[C@@H](C)CN([C@H](C)CO)C3=O)cc1,2.4%,-0.9%,
O=C1OCCN1C(=O)[C@H]1[C@H](c2ccccc2)C(c2cccc(Cl)c2)=NN1c1ccc(Br)cc1,-3.0%,7.4%,NS5 inhibitors pilot replicate=0.0

# Grouped by structure: the compounds so far with fluorine (four)
SMILES,NS5 inhibitors,MgcRacGAP inhibition,others
CC(=O)OCC(=O)C1(O)CCC2C3CC(F)C4=CC(=O)CCC4(C)C3C(O)CC21C (stereo not given),-7.0%,-0.8%,
O=C(CSc1nnc(-c2ccccc2F)n1C1CCCCC1)Nc1cc(C(=O)O)ccc1Cl,-2.2%,2.9%,
Cn1c(=O)c2c(ncn2CC(=O)OCC(=O)Nc2ccc(F)cc2Cl)n(C)c1=O,6.5%,-3.3%,
COC(=O)C1=C(C)N(Cc2ccccc2)C(=NCc2cccc(Cl)c2)N[C@H]1c1cccc(F)c1,-11.4%,9.4%,

# (listing goes on)
SMILES,NS5 inhibitors,MgcRacGAP inhibition,others
O=C(OCC(=O)N1CCCCC1)c1n[nH]c(=O)c2ccccc12,-2.9%,6.6%,
CCCC1OC(c2cc3c(cc2Cl)OCO3)OCC1CC (stereo not given),-5.0%,0.6%,
COc1ccc(NC(=O)NS(=O)(=O)c2ccc(C)cc2)cc1OC,-1.1%,36µM*,
CC(CNC1CCCCC1)OC(=O)c1ccc([N+](=O)[O-])cc1 (stereo not given),3.1%,3.1%,
C=CCn1c(SCC(=O)N(CC)c2c(N)n(Cc3ccccc3)c(=O)[nH]c2=O)nnc1-c1ccccc1OC,-2.2%,5.0%,
O=C(NNc1c(F)c(F)cc(F)c1F)C1CCN(S(=O)(=O)c2ccccc2F)CC1,-6.6%,2.4%,
CCc1ccccc1NC(=O)CN1CCN(C(=O)C(C)NC(=O)c2ccc(Cl)cc2)CC1 (stereo not given),-6.6%,4.8%,
C[C@@H]1CC[C@H](Cc2ccc(-n3cccc3)cc2)N1C(=O)OC(C)(C)C,0.0%,11.9%,
CCN1C(=NCc2ccc(OC)cc2)N[C@@H](c2ccccc2)[C@H](C(=O)OC)[C@H]1C,-7.0%,3.8%,
CN(C(=O)c1cccc(NC(=O)Cc2ccc(NC(=O)C3CCCN(C(=O)C4CC4)C3)cc2)c1)C1CC1 (stereo not given),4.0%,5.0%,NS5 inhibitors pilot replicate=2.4
O=C(O)c1ccccc1C(=O)OCC1CCC(=NO)CC1 (stereo not given),-0.6%,7.5%,
O=C(Oc1ccc(Cl)c(Cl)c1)C1=CC=CN2CCS(=O)(=O)N=C12,3.8%,5.5%,
COC(=O)C1CCN(C(=O)CN2C(=O)NC3(CCC(C)CC3)C2=O)CC1 (stereo not given),5.7%,7.9%,
CC(C)N(C(=O)[C@H]1C[C@H](CC(=O)NCCC2=CCCCC2)C(=O)N2CCc3c([nH]c4cc(-c5ccco5)ccc34)[C@]12C)C(C)C,-6.0%,7.2%,NS5 inhibitors pilot replicate=-0.6
CCc1cc(-c2nnn(-c3cc(C(C)C)ccc3C)c2CC)ccc1-c1cn(CCc2c[nH]c3ccccc23)nn1,2.3%,14.0%,
O=C(O)C1CCCN1c1nc(Cl)ccc1[N+](=O)[O-] (stereo not given),4.4%,5.8%,
CC(CO)NS(=O)(=O)c1ccc(Br)cc1F (stereo not given),-0.3%,7.0%,NS5 inhibitors pilot replicate=3.3
C#CCN(C[C@@H]1[C@@H](OC(=O)NCC2CCCCC2)[C@@H](OC(=O)NCC2CCCCC2)Cn2c(=O)n(CCCCCC)c(=O)n21)S(=O)(=O)c1ccc(C)cc1,8.8%,12.4%,
CCOc1cc2c(cc1O)C(=NO)CC1C2CCC2(C)C(O)CCC12 (stereo not given),-2.7%,5.2%,
CCOc1ccc(OCCC(=O)N(CC(C)C)c2c(N)n(Cc3ccccc3)c(=O)[nH]c2=O)cc1,1.5%,7.6%,
Cc1c(C)c2cc(Cl)c(OCC(=O)NCCCN3CCCC3=O)cc2oc1=O,-3.4%,-7.3%,
O=S(=O)(Cc1ccc(Cl)cc1Cl)c1ccc(Cl)cc1,-1.6%,-0.1%,
Cc1ccc(NC(=O)NC2OC(=O)c3ccccc32)cc1 (stereo not given),6.5%,2.2%,
COc1ccccc1NC(=O)CN1CCN(CC(=O)Nc2ccccc2F)CC1,-3.9%,12.1%,
CC(NC(=O)COc1ccccc1)C(=O)NCc1ccccc1Cl (stereo not given),-8.3%,3.5%,
CC(C)Oc1ccc(S(=O)(=O)N2CCOCC2)cc1NC(=O)CN1C(=O)c2ccccc2C1=O,-2.2%,2.2%,
COc1cccc(Oc2c(C)oc3c(CN4CCOCC4)c(O)ccc3c2=O)c1,-11.6%,3.7%,
O=C1OC(c2ccc(O)cc2)(c2ccccc2O)c2ccccc21 (stereo not given),-1.6%,4.6%,
COCc1c(C(=O)Nc2nnc(C3CC3)s2)oc2ccccc12,-2.9%,-2.8%,
COC(=O)[C@H](Cc1ccc(O)cc1)NC(=O)Cn1cnc2c(OCc3ccccc3)ncnc21,-7.9%,11.7%,NS5 inhibitors pilot replicate=-6.7

# Grouped by structure: those above with a nitro group on carbon.
SMILES,NS5 inhibitors,MgcRacGAP inhibition,others
O=C(Cc1ccc2c(c1)OCO2)NN=Cc1ccc([N+](=O)[O-])o1,10.5%,2.5%,
CC(CNC1CCCCC1)OC(=O)c1ccc([N+](=O)[O-])cc1 (stereo not given),3.1%,3.1%,
O=C(O)C1CCCN1c1nc(Cl)ccc1[N+](=O)[O-] (stereo not given),4.4%,5.8%,

# (continued)
SMILES,NS5 inhibitors,MgcRacGAP inhibition,others
CC(=O)Nc1c(Cl)cc(Cl)c2c1Cc1cc(Cl)ccc1-2,9.3%,3.2%,
COc1ccc(-c2c(-c3cc(OC)cc(OC)c3)n(C)c3ccc(-c4ccc5cc[nH]c5c4)cc23)cc1,-7.4%,8.7%,
Cc1noc(C)c1S(=O)(=O)N(C)C[C@H]1Oc2ccc(NC(=O)C3CC3)cc2C(=O)N([C@H](C)CO)C[C@@H]1C,-7.1%,7.0%,
O[C@H]1C[C@H](c2ccccc2)N(CC2CCCCC2)C[C@@H]1n1cc(C2CC2)nn1,-1.1%,7.0%,
COc1ccccc1OCCNC(=O)CCC(=O)N1CCOCC1,4.3%,-3.9%,
O=C(CCN1CCCCC1)Nc1ccc(F)c(F)c1,0.6%,7.8%,
O[C@H]1C[C@H](c2ccccc2)N(Cc2cccs2)C[C@@H]1n1cc(-c2ccc(F)cc2)nn1,-2.8%,7.1%,
COC(=O)[C@H](CC(C)C)N(Cc1ccccc1)S(=O)(=O)N(Cc1ccc(OC)cc1)[C@@H](CC(C)C)C(=O)OC,-7.4%,5.9%,
O=C(COC(=O)c1ccccc1OCc1ccccc1Cl)NC1CCS(=O)(=O)C1 (stereo not given),1.1%,7.7%,
CC(=O)c1c(C)[nH]c(C(=O)NNC(=O)c2ccc(Br)cc2)c1C,-4.4%,5.8%,
COc1ccc(CN(C)C[C@H]2Oc3c(NC(=O)Nc4ccccc4)cccc3C(=O)N([C@H](C)CO)C[C@@H]2C)cc1,-32.3%,9.4%,
CCOC(=O)C(=CNc1ccc(N2CCCCC2)c(S(=O)(=O)Nc2ccccc2OC)c1)C(=O)OCC,5.1%,11.0%,
CC(C)Oc1ccc(S(=O)(=O)N2CCOCC2)cc1NC(=O)CSC(=S)N1CCCC1,0.0%,7.3%,
C[C@@H]1CN([C@H](C)CO)C(=O)CCCn2nncc2CO[C@@H]1CN(C)S(C)(=O)=O,-0.6%,8.4%,
O=C(CSc1nc2nn(-c3ccccc3)c(=O)c-2c2n1CCCCC2)Nc1ccc(OC(F)F)cc1,3.1%,4.0%,
C[C@@H]1CN([C@H](C)CO)C(=O)c2cc(Br)cnc2O[C@@H]1CN(C)Cc1ccc(-c2ccccc2)cc1,-0.6%,8.4%,
CCOC(=O)c1c(C)[nH]c(C(=O)CN2C(=O)NC(C)(C)C2=O)c1C,4.4%,4.5%,
O=S(=O)(c1ccccc1Br)N(CC(O)COCc1ccccc1)C1CC1 (stereo not given),-2.3%,7.2%,NS5 inhibitors pilot replicate=0.9
CCCCC(CCc1ccccn1)C(=O)c1ccccc1 (stereo not given),2.7%,6.0%,
O=C(CSc1nc2ccccc2c(=O)n1CCCN1CCOCC1)NCCc1ccccc1,-5.3%,2.6%,
COc1ccc(Cl)cc1C(=O)OCC(=O)Nc1sccc1C(N)=O,2.7%,-4.5%,
CN(C(=O)c1ccc(Cl)cc1)C1CCS(=O)(=O)C1 (stereo not given),-4.3%,3.4%,
O=S(=O)(N/N=C1/CC(c2ccccc2)Oc2ccccc21)c1ccccc1 (stereo not given),-1.6%,1.2%,
N#Cc1cccc(NC(=O)COC(=O)c2ccc[n+]([O-])c2)c1,7.2%,5.5%,
O=C(Cc1cccc(NC(=O)C2CCCN(C(=O)C3CCC3)C2)c1)Nc1ccc(C(=O)N2CCOCC2)cc1 (stereo not given),-1.0%,5.0%,NS5 inhibitors pilot replicate=-5.4
C[C@@H]1CN([C@H](C)CO)S(=O)(=O)c2ccc(C#Cc3ccccc3F)cc2O[C@H]1CN(C)C(=O)c1ccc2c(c1)OCO2,1.1%,4.5%,
COc1ccc(OCC(=O)Nc2cc(S(=O)(=O)N3CCCC3)ccc2OCC(F)(F)F)cc1,-2.9%,11.9%,
COc1ccc(C(=O)CC(C#N)c2ccc3c(c2)OCO3)cc1OC (stereo not given),-8.6%,6.4%,
O=S(=O)(c1ccccc1Br)N(Cc1ccccc1)CC(O)COCc1ccccc1 (stereo not given),-3.0%,6.8%,NS5 inhibitors pilot replicate=-1.2
O=C(OCC(=O)N1N=C(c2ccc(Cl)cc2)CC1c1ccco1)c1cncc(Br)c1 (stereo not given),-6.6%,5.2%,
CCCN(CC(=O)Nc1ccccc1C)C(=O)c1ccc(S(=O)(=O)N2CCC(C)CC2)cc1,-2.2%,4.6%,
C#CCN(C[C@@H]1[C@@H](OC(=O)NCc2ccc(OC)c(OC)c2)[C@@H](OC(=O)NCc2ccc(OC)c(OC)c2)Cn2c(=O)ccc(=O)n21)S(=O)(=O)c1ccc(C)cc1,-37.5%,12.3%,
O=C(C[C@@H]1C/C=C\C[C@H](Cc2ccc(F)cc2)C(=O)OC[C@@H](Cc2c[nH]c3ccccc23)NC1=O)NCCO,7.4%,5.4%,
O=[N+]([O-])c1csc2ccccc12,5.4%,7.5%,
O=C(COC(=O)Cc1cccs1)Nc1cc(S(=O)(=O)N2CCOCC2)ccc1Cl,0.8%,4.2%,
CC[C@]12c3[nH]c4ccc(Cl)cc4c3CCN1C(=O)[C@@H](CC(=O)NCCC1=CCCCC1)C[C@@H]2C(=O)N1CCN(C(=O)C2CC2)CC1,-3.3%,-2.4%,NS5 inhibitors pilot replicate=-7.6
Cc1ccc(C(C)C)c2oc(=O)cc(-c3ccc(-c4ccc(C(F)(F)F)cc4)cc3)c12,-2.3%,6.2%,NS5 inhibitors pilot replicate=1.2
C#CCN(C[C@@H]1[C@@H](OC(=O)NC2CC2)[C@@H](OC(=O)NC2CC2)Cn2c(=O)ccc(=O)n21)S(=O)(=O)c1ccc(C)cc1,-18.2%,14.2%,
COc1ccccc1NC(=O)c1ccc(NC(=O)CN2CCCCC2)cc1,-1.6%,10.5%,
CC(Sc1n[nH]c(=O)n1Cc1ccccc1)C(=O)NCC1CCCO1 (stereo not given),-7.9%,9.8%,
CCCCOc1ccc(C(=O)NCC(=O)OCC(=O)c2c(N)n(C)c(=O)n(C)c2=O)cc1,7.3%,-2.3%,
O=C(COC(=O)Cc1ccc(F)cc1)NC1CCCCCC1,0.7%,8.6%,
CCN(c1ccccc1)S(=O)(=O)c1ccc(C(=O)NC2CCN(Cc3ccccc3)CC2)cc1,0.0%,3.7%,
CCOC(=O)C1(CC)Oc2ccccc2C(c2ccc(OC)cc2)=C1C(=O)OC (stereo not given),2.3%,-1.5%,NS5 inhibitors pilot replicate=-1.2

# Random excerpt: 2 records from the list.
SMILES,NS5 inhibitors,MgcRacGAP inhibition,others
COc1ccc(NC(=O)NS(=O)(=O)c2ccc(C)cc2)cc1OC,-1.1%,36µM*,
Cc1ccc(NC(=O)NC2OC(=O)c3ccccc32)cc1 (stereo not given),6.5%,2.2%,
